High-throughput results as filed in PubChem.
N370S GC = qHTS Assay for Inhibitors and Activators of N370S glucocerebrosidase as a Potential Chaperone Treatment of Gaucher Disease; N370S GC spleen homogenate, 4MU-glucoside fluorescence; Potency, µM (titrated, usually from 59.4 µM), inactives show top-dose activity change, negative = inhibition, usual class: inhibitors; 0.092% of 330,000 active;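 also: 0% = full enzyme activity and -100% = no enzyme basal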
FEN1 inh = qHTS Assay for the Inhibitors of Human Flap endonuclease 1 (FEN1) | AID 588795, 2011 | Recombinant FEN1 flap cleavage, fluorescence, 15 min | P39748 | 0.35% of 390,000 active | Potency, µM (titrated, usually from 114 µM), for the others: top-dose activity change, negative = inhibition, hits mostly inhibitors; also: nearly all actives have a fitted effect of over 65% in size
Target sequence (P39748 whole entry, looked up): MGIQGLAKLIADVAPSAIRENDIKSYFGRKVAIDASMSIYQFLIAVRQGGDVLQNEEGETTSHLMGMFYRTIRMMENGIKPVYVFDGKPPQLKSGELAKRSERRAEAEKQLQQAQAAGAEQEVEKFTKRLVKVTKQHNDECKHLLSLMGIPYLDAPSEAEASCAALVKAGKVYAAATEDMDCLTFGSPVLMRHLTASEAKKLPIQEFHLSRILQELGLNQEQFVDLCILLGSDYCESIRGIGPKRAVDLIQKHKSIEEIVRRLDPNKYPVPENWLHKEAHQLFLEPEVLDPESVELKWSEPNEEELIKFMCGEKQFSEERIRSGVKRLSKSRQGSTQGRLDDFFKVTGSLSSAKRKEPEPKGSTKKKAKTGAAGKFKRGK
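Concentration–response screening of FEN1 (10 nM): 15 min compound preincubation at room temperature, reaction started with 50 nM substrate and read at 0 and 15 min. Corrected, normalized data were fitted by a four-parameter Hill equation.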
TDP1 inh = qHTS Assay for Inhibitors of Tyrosyl-DNA Phosphodiesterase (TDP1). 0.28% of 350,000 active. Tyrosyl-DNA phosphodiesterase 1 (Homo sapiens), Q9NUW8. recombinant TDP1, AlphaScreen DNA substrate cleavage. Potency, µM (highest dose often 130 µM), without a hit: at the top dose activity change, negative = inhibition, most hits filed as inhibitors. AID 485290, 2010; also: nearly all actives have a fitted effect of over 40% in size
Target sequence (Q9NUW8 whole entry, looked up): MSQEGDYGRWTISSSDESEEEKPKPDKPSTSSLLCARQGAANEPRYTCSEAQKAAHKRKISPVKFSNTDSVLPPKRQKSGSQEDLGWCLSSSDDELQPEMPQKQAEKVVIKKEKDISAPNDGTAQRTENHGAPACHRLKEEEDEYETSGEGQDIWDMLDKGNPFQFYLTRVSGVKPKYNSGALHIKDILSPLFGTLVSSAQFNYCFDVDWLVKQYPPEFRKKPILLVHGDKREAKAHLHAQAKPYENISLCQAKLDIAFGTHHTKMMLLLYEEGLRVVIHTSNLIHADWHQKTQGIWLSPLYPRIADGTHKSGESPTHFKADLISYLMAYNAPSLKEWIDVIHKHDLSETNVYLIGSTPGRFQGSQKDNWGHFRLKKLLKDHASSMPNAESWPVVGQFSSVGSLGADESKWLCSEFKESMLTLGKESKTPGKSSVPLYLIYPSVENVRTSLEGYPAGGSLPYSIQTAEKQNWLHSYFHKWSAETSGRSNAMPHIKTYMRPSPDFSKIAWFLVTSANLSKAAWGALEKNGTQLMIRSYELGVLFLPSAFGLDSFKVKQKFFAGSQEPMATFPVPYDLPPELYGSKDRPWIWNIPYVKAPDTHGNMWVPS
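Signal: AlphaScreen proximity between streptavidin donor and anti-FITC acceptor beads on intact substrate. Reaction: Tdp1 1 nM, substrate 15 nM final, 5 min RT after 15 min compound preincubation.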
Active calls of the source: *; u = inconclusive; x = no result given; & = joins results of further samples; [ ] = remark or other dose. Calls follow the shape of the dose curve; as a rule, active = well fitted curve in the direction sought with a large enough effect; inconclusive = small, poorly fitted or top-dose-only effect, or another doubt; inactive = no such curve, though single readings can be large; an effect the other way counts as inactive or inconclusive. Unless noted, % is scaled to controls: 0 for no effect and ±100 for the full control effect; potency is read from the fitted curve at half-maximal effect.

SMILES	N370S GC	FEN1 inh	TDP1 inh
c1ccc(-n2cnc3ccccc32)cc1	3%	5%	1%
COc1ccc(N2CCN(C(c3ccc(F)cc3)c3sc4nc(-c5ccco5)nn4c3O)CC2)cc1 (stereo not drawn)	x	-15%	5%
CCOC(=O)N1CCN(c2ncnc3c2[nH]c2ccc(F)cc23)CC1	-24%	-17%	5%
CC(C)(C)c1ccc(S(=O)(=O)N2CCSC2)cc1	12%	0%	-3%
C=CCC1(NC(C)c2ccccc2)CCCCC1 (stereo not drawn)	0%	4%	3%
CCc1ccccc1NC(=O)CSc1nc2ccccc2n1CC(=O)N(C)C	8%	-9%	4%
O=C1CN(c2ccccc2F)C(=O)CN1c1ccccc1F	-2%	-2%	5%
COc1ccc(C(=O)COC(=O)CCN2C(=O)[C@@H]3[C@H](C2=O)[C@@H]2C[C@H]3C(Br)C2Br)cc1 (stereo partly drawn)	7%	17%	3%
CC1CCCC(NC(=O)CCS(=O)(=O)c2ccc3c(c2)NC(=O)CS3)C1C (stereo not drawn)	-10%	-4%	1%
O=C(Nc1cccc(-c2nc3ccccc3[nH]2)c1)c1ccccn1	-15%	6%	10%
Cn1c(=O)oc2cc(S(=O)(=O)N3CCN(Cc4ccc5c(c4)OCO5)CC3)ccc21	12%	-20%	5%
CCCc1cc(=O)oc2c(C)c(OCC(=O)NCCCn3ccnc3)ccc12	-12%	-18%	2%
O=C(COC(=O)c1ccc(Cl)nc1)Nc1ncc(Cl)cc1Cl	-1%	3%	-8%
Cc1ccccc1CN(c1ccc(C(=O)N/N=C/c2ccc(OCC(N)=O)cc2)cc1)S(C)(=O)=O	-11%	-8%	5%
Nc1ccn(C2OC(CO)C(O)C2O)c(=O)n1 (stereo not drawn)	8%&0%	x	8%&-7%[56.1 µM]
CC1=C(C)CC(C(=O)Nc2nc(C)cs2)C(C(=O)O)C1 (stereo not drawn)	2%	-14%	4%
Cc1ncsc1C(=O)Nc1nc2c(s1)CCCC2	3%	-7%	8%
CCc1ccccc1N1C(=O)C2CC(C)=C(C)CC2C1=O (stereo not drawn)	3%	4%	-2%
CC(C)CSc1nc2ccccc2n1CC(=O)O	2%	-8%	-3%
N#Cc1ccccc1S(=O)(=O)N1CCN(c2ccc(S(=O)(=O)N3CCOCC3)cn2)CC1	-3%	-1%	4%
O=C(Cc1ccc(-c2ccccc2)cc1)N1CCOCC1	2%	-9%	5%
COCCN(CCOC)S(=O)(=O)c1ccc(C(=O)Nc2sc3c(c2C(N)=O)CCCC3)cc1	x	13%	0%[12.3 µM]
Cc1ccc(N(CC(=O)NC2CCCC2)C(=O)CNC(=O)c2cccs2)cc1F	-9%	-13%	-19%
O=[N+]([O-])c1cccc(-c2ccc(SCc3ccccn3)nn2)c1	-2%	2%	6%
COc1ccc(NC(=S)N2CCc3ccccc32)cc1OC	2%	-6%	7%
O=C(Nc1nc2c(s1)CCCC2)c1cc2n(n1)C(C(F)(F)F)CC(C1CC1)N2 (stereo not drawn)	-3%	-8%	7%
Cc1nn(Cc2ccc(Cl)cc2)c(Cl)c1/C=N/NC(=O)CNc1ccccc1F	-3%	7%	0%
CCOC(=O)c1cnn(-c2ccc(C(=O)Nc3cc(OC)c(OC)c(OC)c3)cc2)c1N	x	-8%	4%
Cc1nc(SCC(=O)N2CCN(c3ccccc3)CC2)n[nH]1	-15%	6%	x
CC(=O)c1sc(N2C(=O)c3oc4ccccc4c(=O)c3C2c2ccc(C)cc2)nc1C (stereo not drawn)	x	3%	2%
CC(C)c1c(O)cc(-c2ccncc2)n(-c2ccc(Cl)cc2)c1=O	10%	0%	-3%
COC(=O)C1=C(C)N(CC2CC2)C(=O)N[C@H]1CCc1ccccc1	12%	x	7%
Cc1ccc2oc(=O)c3cnn(CC(=O)NCCN(C)C)c3c2c1	-3%	18%	0%
CC(NC(=O)CN1C(=O)c2ccccc2C1=O)c1ccccc1 (stereo not drawn)	-4%	17%	x
COc1ccc(C)cc1NC(=O)c1ccc(N(C)S(C)(=O)=O)cc1	7%	1%	7%
Cc1ccccc1C(=O)n1nc(-c2ccco2)nc1NCc1ccc(Cl)cc1	x	1%	1%
CCn1c(SCC(=O)OC)nnc1-c1ccccc1	5%	-1%	-3%
NC(=O)c1ccc(NC(=O)COC(=O)CC23CC4CC(CC(Br)(C4)C2)C3)cc1	x	-11%	-1%
CCN(CC)CCC(c1cc(OC)c(OC)c(OC)c1)c1c(OC)cc(OC)c2c(C)cc(=O)oc12 (stereo not drawn)	-11%&-19%	11%&7%	4%&5%
Nc1n[nH]c2c1C1(CCCC1)Cc1ccccc1-2	u	-12%	5%

Five structures out of the list, ordered by length of the SMILES, lowest first:
SMILES	N370S GC	FEN1 inh	TDP1 inh
Nc1n[nH]c2c1C1(CCCC1)Cc1ccccc1-2	u	-12%	5%
COc1ccc(NC(=S)N2CCc3ccccc32)cc1OC	2%	-6%	7%
CC(C)c1c(O)cc(-c2ccncc2)n(-c2ccc(Cl)cc2)c1=O	10%	0%	-3%
Cc1ccccc1C(=O)n1nc(-c2ccco2)nc1NCc1ccc(Cl)cc1	x	1%	1%
CC(=O)c1sc(N2C(=O)c3oc4ccccc4c(=O)c3C2c2ccc(C)cc2)nc1C (stereo not drawn)	x	3%	2%

Continued.
SMILES	N370S GC	FEN1 inh	TDP1 inh
CSc1nnc(-c2cccc(C)c2)n1N	25%	1%	-2%
Cn1ccnc1C(O)(c1ccccc1)c1nccn1C	3%	0%	3%
Cc1cc(-c2csc(N)n2)c(C)n1-c1ccccc1	-3%	-22%	8%
COc1ccc(S(=O)(=O)c2c(O)c3ccc(C(=O)NCc4ccc(F)cc4)cc3[nH]c2=O)cc1	x	u	-10%
O=C(Nc1cccc(Cl)c1Cl)C1CCN(C(=O)c2cccs2)CC1	4%	8%	7%
COc1ccccc1NNC(=O)c1cccnc1Oc1ccccc1	1%	-5%	-5%
CC(C)N1CCc2c(sc(NC(=O)c3nc4ccccc4s3)c2C(N)=O)C1	-12%	-12%	7%
CN(CCCN1CCOCC1)C(=O)c1cc(COc2c(F)cccc2F)on1	4%	13%	4%
CC(C)(C)OC(=O)NCCCCCNC(=O)c1[nH]cnc1C(=O)N[C@@H](CCCCNC(=O)OC(C)(C)C)C(=O)OC(C)(C)C	8%	-19%	8%
CCc1cc(-c2n[nH]c(=S)n2CC(C)C)cs1	12%	-4%	3%
COc1ccc(C(C)(C)C)cc1NC(=O)c1ccccc1-n1cnnn1	x	8%	0%
Cc1occc1C(=O)n1cnc2ccccc21	1%	x	5%
O=C(Nc1ccc(Cn2cccn2)cc1)c1ccc(COc2ccc(Br)cc2)cc1	5%	-4%	-2%
O=C(CSC1=NS(=O)(=O)c2cc(F)ccc2N1)NCc1ccccc1Cl	-8%	-1%	0%[0.505 µM]
COc1ccc(Cl)cc1NC(=O)CSc1nc(NS(=O)(=O)c2ccc(C)cc2)cc(=O)[nH]1	-1%	3%	9%
CC(C)[C@H](NC(=O)c1ccccc1Cl)C(=O)OCC(=O)N1CCCCC1	x	-1%	0%
COc1ccc(/C=C2\N=C(C)N(c3ccc(C(=O)O)cc3)C2=O)cc1OC	-5%	6%	5%
CC(C)CNC(=O)COC(=O)c1ccc2c(c1)C(=O)N(Cc1ccco1)C2=O	-3%	3%	0%
CN1CC(=O)N/C1=N\C(=O)Nc1ccc2c(c1)N(C)C(=O)CS2	1%	-2%	7%
CCOC(=O)c1[nH]c(C)c(C(=O)Nc2ccc(C)c(Cl)c2)c1C	-2%	5%	3%
CN(C)c1ccc(P(=O)(OCc2ccccc2)C(O)c2ccc(Cl)cc2)cc1 (stereo not drawn)	17%	-1%	5%
Cc1ccc(C)c(-c2cc(C(=O)Nc3sc(C)c(C)c3C(N)=O)c3ccccc3n2)c1	-8%	u	6%
Cc1cccc2nc(CSc3nc4[nH]ncc4c(=O)n3-c3ccccc3Cl)cc(=O)n12	-15%	12%	5%
COc1ccc(-c2noc(CCC(=O)NCCc3ccccc3)n2)cc1	-7%	6%	x
O=C(NCc1ccco1)Oc1ccccc1	-18%	6%	1%
CC(NC(=O)NC(N)=O)(C(F)(F)F)C(F)(F)F	-6%	6%	0%
CCN(Cc1ccncc1)Cc1ccc(OC)c(OC)c1	0%	-5%	x
CN1C(=O)CC(Sc2ccccc2C(=O)O)C1=O (stereo not drawn)	15%	-4%	-10%
COc1cc(/C=N/NC(=S)Nc2cccc(C(=O)O)c2)ccc1O	-3%	-10%	-7%
O=C(O)CCCC(=O)Nc1ccc(S(=O)(=O)Nc2nccs2)cc1	1%	-1%	x
O=C(CNS(=O)(=O)c1ccc(Br)s1)N1CCCC1	-15%	8%	3%
O=C(c1ccc2c(=O)n(Cc3ccco3)c(=S)[nH]c2c1)N1CCN(Cc2ccccc2)CC1	-3%	-17%	11%
CC1C(Br)C(=O)NC(=O)N1Cc1ccccc1 (stereo not drawn)	5%	3%	4%
O=C(c1ccc(S(=O)(=O)Nc2ccccc2Cl)cc1)N1CCOCC1	-14%	2%	4%
COc1ccc(OC)c(C2CC(=O)N3CN(c4ccc(C)c(Cl)c4)CSC3=C2C#N)c1 (stereo not drawn)	2%	u	8%
C=CCc1cc(C=O)cc(OC)c1OCc1ccc(C(=O)O)cc1	-3%	2%	-11%
O=C(NCCCN1CCOCC1)C(=O)NCc1ccco1	u	19%	-2%
NC(=O)c1ccc(NC(=O)CCN=C2NS(=O)(=O)c3ccccc32)cc1	0%	-2%	x
COC(=O)C#CC(=O)OC	-7%	x	9%
Cc1c(Cl)cccc1NC(=O)NCc1ccccn1	-4%	1%	3%

Profiles, quoted from the list. Order of screens: N370S GC	FEN1 inh	TDP1 inh
`CN(C)c1ccc(P(=O)(OCc2ccccc2)C(O)c2ccc(Cl)cc2)cc1` (stereo not drawn) as listed: 17%	-1%	5%
`CC1C(Br)C(=O)NC(=O)N1Cc1ccccc1` (stereo not drawn) as listed: 5%	3%	4%
`O=C(O)CCCC(=O)Nc1ccc(S(=O)(=O)Nc2nccs2)cc1` as listed: 1%	-1%	x
`O=C(NCCCN1CCOCC1)C(=O)NCc1ccco1` as listed: u	19%	-2%
`COC(=O)C#CC(=O)OC` as listed: -7%	x	9%

(listing goes on)
SMILES	N370S GC	FEN1 inh	TDP1 inh
CCOc1ccc(-c2cc3nc(C4CCN(C(=O)OC(C)(C)C)CC4)c(C(=O)Nc4c(C)cccc4C)cn3n2)cc1	x	-19%	-6%
COCCNC(=O)CSc1nnc(-c2ccc(OC)c(OC)c2)c(-c2ccc(OC)c(OC)c2)n1	x	2%	5%
Nc1ccc2nc(SCC(=O)N3CCN(c4ccccc4)CC3)sc2c1	-8%	-6%	3%
CCOc1[nH]n(-c2ccc(Cl)cc2)c(=O)c1C=Nc1ccc(O)cc1	-13%	-15%	2%
CCOC(=O)c1ccc(-c2ccc(/C=N/NC(=O)CN(c3ccccc3Br)S(C)(=O)=O)o2)cc1	19%	2%	5%
COC(=O)Cc1ccc(OCC(=O)Nc2ccc(OC(F)(F)F)cc2)cc1	-13%	-8%	3%
O=c1ccc(-c2n[nH]c(=S)n2-c2ccc(F)c(Cl)c2)n[nH]1	1%	13%	-3%
CCC/C=C(\CCC)C(NC(=O)CCc1ccccc1)c1ccc(C(F)(F)F)cc1 (stereo not drawn)	0%	x	2%
COCCNC(=O)/C(C#N)=C/c1cccc(/C=C(\C#N)C(=O)NCCOC)c1	-16%	1%	3%
CCOc1ccc(C(=O)NCCc2sc(-c3ccc(OC)c(OC)c3)nc2C)cc1	x	2%	2%
O=C(O)c1ccc(Cl)c(S(=O)(=O)Nc2ccc(OCc3ccccc3)cc2)c1	-6%	10%	x
O=S(=O)(c1ccccc1)N1CCN=C1SCc1ccccc1	6%	-4%	-3%
O=C(COc1ccccc1F)Nc1ccc(S(=O)(=O)N2CCCC2)cc1	x	10%	1%

In another format: 5 of the compounds above.
The line under a structure holds: N370S GC	FEN1 inh	TDP1 inh
Nc1n[nH]c2c1C1(CCCC1)Cc1ccccc1-2
 : u	-12%	5%
CSc1nnc(-c2cccc(C)c2)n1N
 : 25%	1%	-2%
Cn1ccnc1C(O)(c1ccccc1)c1nccn1C
 : 3%	0%	3%
Cc1cc(-c2csc(N)n2)c(C)n1-c1ccccc1
 : -3%	-22%	8%
COc1ccc(S(=O)(=O)c2c(O)c3ccc(C(=O)NCc4ccc(F)cc4)cc3[nH]c2=O)cc1
 : x	u	-10%
